Source: PubChem
Mtb UGM inh: blocks M. tuberculosis UGM enzyme | P9WIQ1 | purified UGM, fluorescence polarization probe displacement | inhibition, % at 10 µM | hit rate 0.06% among 320,000; in the data active means inhibition above about 10%, passing the limit was not always enough; inconclusive means no clear call, values can overlap the other calls
GDH-TPI inh: GDH-TPI coupled enzyme inhibition counter-screen; GDH-TPI coupled enzyme counterscreen, NADH absorbance; inhibition, % at 4.8 µM; hit rate 1.2% among 360,000;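 further: 0% = DMSO wells and 100% = wells lacking the enzyme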
MazEF act: activators of E. coli MazEF toxin-antitoxin RNase; P0AE70; hit rate 0.32% among 350,000; activation, % at 20 µM; FAM/BHQ RNA-DNA oligo cleavage fluorescence, 5 h; in the data active means activation above about 50%
Target sequence (P0AE70 whole entry, looked up): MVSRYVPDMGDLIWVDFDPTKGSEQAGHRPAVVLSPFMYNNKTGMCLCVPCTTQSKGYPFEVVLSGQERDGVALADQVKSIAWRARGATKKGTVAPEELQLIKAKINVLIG
BioA inh: inhibitors of Mycobacterium tuberculosis BioA enzyme; purified M. tuberculosis BioA enzyme, plate reader; inhibition, % at 9.99 µM; hit rate 0.096% among 360,000; AID 602481; in the data active means inhibition above about 40%; inconclusive means no clear call, values can overlap the other calls
Rv3671c inh: inhibitors of M. tuberculosis serine protease Rv3671c; P9WHR9; inhibition, % at 5.96 µM; hit rate 0.048% among 320,000; AID 2606; in the data active means inhibition above about 38%;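 further: extracellular domain of Rv3671c used as enzyme; 0% = enzyme with DMSO and 100% = no enzyme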
Target sequence (P9WHR9 whole entry, looked up, the tested form may be a part): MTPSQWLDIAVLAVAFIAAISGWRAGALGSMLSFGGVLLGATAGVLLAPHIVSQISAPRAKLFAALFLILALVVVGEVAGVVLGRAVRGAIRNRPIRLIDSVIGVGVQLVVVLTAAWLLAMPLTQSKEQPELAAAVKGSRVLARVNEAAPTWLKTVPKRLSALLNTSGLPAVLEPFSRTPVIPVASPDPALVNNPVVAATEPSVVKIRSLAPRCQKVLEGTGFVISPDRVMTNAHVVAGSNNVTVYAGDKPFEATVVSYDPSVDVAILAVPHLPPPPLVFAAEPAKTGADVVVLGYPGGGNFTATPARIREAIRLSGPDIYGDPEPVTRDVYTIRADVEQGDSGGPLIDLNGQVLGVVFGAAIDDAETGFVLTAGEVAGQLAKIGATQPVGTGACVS
CCHFV vOTU inh: CCHFV vOTU protease inhibition. hit rate 0.55% among 370,000. Pep-AMC fluorescence. inhibition, % at 11.5 µM; further: 0% = vehicle wells with enzyme and 100% = no enzyme wells
BoNT-F LC inh: inhibitors of Botulinum neurotoxin F light chain protease; Multiplex microsphere protease cleavage assay, flow cytometry; inhibition, % at 10 µM; hit rate 0.22% among 360,000; in the data active means inhibition above about 35%, passing the limit was not always enough; inconclusive means no clear call, values can overlap the other calls; further: plate controls were buffer without enzyme for full effect and enzyme alone for no effect
FBA Mtb inh: Mtb fructose-bisphosphate aldolase inhibition | P9WQA3 | purified M. tuberculosis FBA, fluorescence read-out | inhibition, % at 1 µM | hit rate 2.3% among 360,000; in the data active means inhibition above about 27%;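 further: 0% = vehicle and 100% = reference inhibitor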
Target sequence (P9WQA3 whole entry, looked up): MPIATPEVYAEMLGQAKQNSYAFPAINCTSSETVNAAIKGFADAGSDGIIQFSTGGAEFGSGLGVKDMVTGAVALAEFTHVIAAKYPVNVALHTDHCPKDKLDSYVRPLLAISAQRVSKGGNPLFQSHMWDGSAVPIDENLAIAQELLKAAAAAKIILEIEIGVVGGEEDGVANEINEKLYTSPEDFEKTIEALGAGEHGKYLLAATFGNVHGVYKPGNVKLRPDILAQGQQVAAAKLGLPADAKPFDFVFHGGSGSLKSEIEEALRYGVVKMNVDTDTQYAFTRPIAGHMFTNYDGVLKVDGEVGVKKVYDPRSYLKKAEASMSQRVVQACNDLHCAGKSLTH
FadD28 FP inh: M. tuberculosis FadD28 bisubstrate binding inhibition; FadD28 bisubstrate probe binding, fluorescence polarization; inhibition, % at 12.5 µM; hit rate 0.22% among 360,000; in the data active means inhibition above about 8.5%, passing the limit was not always enough; inconclusive means no clear call, values can overlap the other calls
VHR inh abs: blocks human VHR1 dual specificity phosphatase; AID 1654; recombinant VHR phosphatase, pNPP absorbance; inhibition, % at 13.3 µM; hit rate 0.52% among 290,000; P51452; in the data active means inhibition above about 50%; further: some compounds called inactive have numbers as strong as hits
Target sequence (P51452 whole entry, looked up): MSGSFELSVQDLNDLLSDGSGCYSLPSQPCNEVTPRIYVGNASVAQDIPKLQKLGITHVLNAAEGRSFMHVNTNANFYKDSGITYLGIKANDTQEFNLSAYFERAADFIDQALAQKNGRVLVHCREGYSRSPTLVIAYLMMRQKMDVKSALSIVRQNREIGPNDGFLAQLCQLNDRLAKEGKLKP
* hit, by the source's call; ? = inconclusive; . = not tested or not shown. Unless noted, no stated cut-off is given here; in the data, active means inhibition above about 30%; inactive means the rest.

SMILES | Mtb UGM inh | GDH-TPI inh | MazEF act | BioA inh | Rv3671c inh | CCHFV vOTU inh | BoNT-F LC inh | FBA Mtb inh | FadD28 FP inh | VHR inh abs
CCCN1CCN(C(=S)Nc2ccc([N+](=O)[O-])cc2)CC1 | 1.3 | 8.3 | 0.9 | 18.0 | -5.2 | 0.2 | -6.5 | -2.1 | 1.2 | 13.3
NS(=O)(=O)c1ccc(NC(=O)COC(=O)COc2ccccc2)cc1 | -1.5 | 2.9 | -5.0 | . | -7.5 | -3.2 | -1.3 | 0.6 | -0.3 | 3.0
COc1ccc(CN2C(=NC(=O)C3CCCCC3)SC3CS(=O)(=O)CC32)cc1 (centres undefined) | 2.1 | 9.4 | -1.6 | -0.6 | -2.2 | -6.5 | -8.1 | -1.0 | 0.4 | -9.3
O=C(C/C=N/OCc1ccc(F)cc1Cl)c1cnc(-c2ccccc2)s1 | 0.5 | 16.6 | -13.6 | -1.3 | -4.4 | 1.7 | -7.1 | 3.0 | -0.8 | 4.8
COc1cc(/C=C2/SC(=O)NC2=O)ccc1OC(=O)c1ccco1 | -1.5 | 22.5 | -4.9 | -1.1 | 5.4 | 5.1 | -0.1 | -2.7 | -1.0 | 14.2
CCc1ccccc1NC(=S)N(CCN1CCCCC1)Cc1ccco1 | -2.2 | 0.9 | 0.7 | . | 3.7 | 25.8 | -1.8 | 3.2 | -1.4 | 12.4
CCN(CC(=O)Nc1c(F)cccc1F)C(=O)C1CC1C (centres undefined) | -1.4 | 4.8 | 7.2 | -1.7 | -3.1 | -1.1 | 10.3 | 0.9 | 0.2 | .
CCCCN(C)C1CCN(C(=S)Nc2ccc(OC)cc2)CC1 | 3.0 | 10.6 | 3.0 | . | 0.7 | -3.5 | -9.1 | 0.0 | 1.4 | -6.4
OC(Cn1cncn1)c1ccc(Cl)cc1 (centres undefined) | 0.8 | 1.8 | -1.3 | -1.0 | 0.1 | -5.1 | -8.4 | -0.8 | -2.6 | 6.4
Cc1ccc(NC(=O)c2ccc(S(=O)(=O)NCc3cccnc3)cc2)c(C)c1 | -1.5 | 4.5 | -1.7 | 0.6 | -2.0 | 13.2 | -3.8 | -0.1 | -1.7 | 18.5
Nc1cc(=O)nc(SCC(=O)N(C2CCCCC2)C2CCCCC2)n1-c1ccccc1 | -0.8 | 1.2 | -3.3 | -0.9 | -0.9 | -11.5 | -2.7 | -3.1 | -2.2 | 17.8
CCN(CC)S(=O)(=O)c1ccc(Cl)c(C(=O)Nc2nncs2)c1 | -1.5 | 11.0 | 1.0 | -0.9 | 7.8 | 6.2 | -6.9 | 2.5 | -5.0 | -0.2
O=C(Cn1ncc2c([nH]c3ccccc32)c1=O)N1CCN(c2ccccn2)CC1 | 2.6 | 7.0 | 12.3 | . | -3.1 | 12.2 | -0.7 | 1.2 | -1.3 | -9.9
O=C(Nc1ncc(Cc2cccc(Cl)c2)s1)C1CCCO1 (centres undefined) | -0.8 | -3.8 | 4.8 | -0.9 | -12.6 | 1.1 | -19.9 | -2.1 | -5.0 | -18.3
CCOC(=O)C1CCCN(C(=O)c2cc(F)ccc2C)CC1 (centres undefined) | . | 6.2 | . | 0.7 | . | -2.2 | -7.6 | 2.8 | -2.9 | .
Cc1nc2c3cc(F)ccc3n(Cc3ccccc3)c2s1 | -0.7 | -5.4 | 1.0 | . | -19.9 | 4.6 | -2.8 | -1.5 | -1.8 | -6.7
CN(Cc1ccccc1)C(=O)c1ncn(C)c1C(=O)N(C)Cc1ccccc1 | 3.9 | 6.0 | 1.4 | -2.9 | -1.4 | -2.6 | -8.5 | 1.5 | -0.1 | .
CC(C)[C@H](NC(=O)c1ccc(C(C)(C)C)cc1)C(=O)Nc1nnc(C2CC2)s1 | 1.6 | 6.0 | -4.7 | . | -12.4 | -0.6 | -2.3 | 1.3 | 0.6 | 8.2
COc1cc(/C=N/NC(=O)CC23CC4CC(CC(C4)C2)C3)cc(Br)c1OCC(=O)N(C)C | -1.4 | 9.3 | 5.2 | . | -5.5 | -3.5 | -5.1 | 5.7 | 2.2 | 5.4
CC(C)c1ccc(NC(=S)N2CCN(C)CC2)cc1 | -0.5 | 7.7 | -6.4 | -3.0 | . | -3.1 | 5.4 | 32.1* | -0.5 | 37.7
CCN(CC)C(=O)[C@H]1CC(CC(=O)NCCc2ccccn2)C(=O)N2CCc3c([nH]c4ccc(OC)cc34)[C@]12C (some centres undefined) | . | 7.3 | 14.0 | 0.0 | . | -1.9 | -1.6 | 5.6 | 0.4 | .
Cc1ccc2oc(-c3ccc(NC(=O)c4cccnc4)cc3)nc2c1 | -1.1 | 24.8 | 1.7 | . | -24.5 | 9.2 | -14.9 | -6.0 | -5.5 | 14.4
CCC(c1nnnn1Cc1ccccc1)N(Cc1ccco1)Cc1cc2cc(OC)ccc2[nH]c1=O (centres undefined) | 1.3 | 6.2 | 0.7 | 0.5 | -5.1 | -11.2 | -7.5 | 18.0 | -0.9 | 15.4
Cc1ccc(C(=O)NCC(=O)N2CCN(S(=O)(=O)c3cccs3)CC2)s1 | -0.4 | 3.0 | 4.5 | 1.1 | 6.2 | -3.6 | -0.1 | -1.6 | 0.6 | 10.6
O=C(NC(NC(=S)Nc1ccc(Cl)cc1Cl)C(Cl)(Cl)Cl)c1cccc([N+](=O)[O-])c1 (centres undefined) | -2.0 | -11.6 | 14.4 | . | -268.1 | -8.9 | -2.9 | -0.6 | -3.5 | 10.6

A draw from above in order of molecular weight, descending.
SMILES | Mtb UGM inh | GDH-TPI inh | MazEF act | BioA inh | Rv3671c inh | CCHFV vOTU inh | BoNT-F LC inh | FBA Mtb inh | FadD28 FP inh | VHR inh abs
Nc1cc(=O)nc(SCC(=O)N(C2CCCCC2)C2CCCCC2)n1-c1ccccc1 | -0.8 | 1.2 | -3.3 | -0.9 | -0.9 | -11.5 | -2.7 | -3.1 | -2.2 | 17.8
CC(C)[C@H](NC(=O)c1ccc(C(C)(C)C)cc1)C(=O)Nc1nnc(C2CC2)s1 | 1.6 | 6.0 | -4.7 | . | -12.4 | -0.6 | -2.3 | 1.3 | 0.6 | 8.2
CCCCN(C)C1CCN(C(=S)Nc2ccc(OC)cc2)CC1 | 3.0 | 10.6 | 3.0 | . | 0.7 | -3.5 | -9.1 | 0.0 | 1.4 | -6.4
Cc1ccc2oc(-c3ccc(NC(=O)c4cccnc4)cc3)nc2c1 | -1.1 | 24.8 | 1.7 | . | -24.5 | 9.2 | -14.9 | -6.0 | -5.5 | 14.4
CCN(CC(=O)Nc1c(F)cccc1F)C(=O)C1CC1C (centres undefined) | -1.4 | 4.8 | 7.2 | -1.7 | -3.1 | -1.1 | 10.3 | 0.9 | 0.2 | .

(more compounds)
SMILES | Mtb UGM inh | GDH-TPI inh | MazEF act | BioA inh | Rv3671c inh | CCHFV vOTU inh | BoNT-F LC inh | FBA Mtb inh | FadD28 FP inh | VHR inh abs
COc1ccc(C(=O)NC2CCN(CC(=O)NCc3cccc(OC)c3)CC2)cc1 | -4.4 | -7.5 | -4.5 | -0.3 | 2.3 | 6.7 | 0.2 | 2.6 | 0.3 | 21.5
CCOc1ccc(CN(C)C(=O)NNC(=O)c2ccc(C)cc2)cc1OC | 7.5 | 3.4 | 7.8 | 0.9 | -9.8 | 5.5 | 5.8 | -2.6 | -1.6 | 15.3
CCN(CC)CCCNC(=O)c1ccc(OCC(=O)Nc2ccccc2C(F)(F)F)c(OC)c1 | -0.8 | 3.8 | 5.4 | -0.5 | -2.0 | 12.5 | 0.4 | 0.1 | -7.1 | 10.2
C#CCO[C@@H]1C[C@H](n2cnc3c(=O)[nH]c(NC(=O)C(C)C)nc32)O[C@@H]1CO | -0.6 | -10.9 | 1.1 | 2.2 | 3.8 | -9.4 | -6.7 | 3.6 | -2.9 | 27.1
CCOc1ccc(C(=O)NCC(=O)N2CCCC2)cc1 | 0.1 | -0.8 | -2.5 | -0.6 | -3.9 | 4.5 | 2.4 | -1.8 | -2.2 | 1.4
Nc1c(C(=O)OCc2ccccc2)c2nc3ccccc3nc2n1Cc1cccs1 | -0.6 | 9.1 | 1.2 | -1.2 | -70.6 | -16.4 | -11.5 | 50.6* | -6.8 | 16.1
CCN(Cc1cnn(C)c1)C(=O)C1CCC(=O)N(CCc2ccc(OC)cc2)C1 (centres undefined) | 0.8 | 11.1 | -2.2 | -0.8 | -1.8 | -1.9 | -2.5 | 0.1 | -4.2 | 16.5
O=[N+]([O-])c1ccc(S(=O)(=O)N2CCSC2c2ccco2)cc1 (centres undefined) | 0.1 | 23.8 | 5.9 | -3.2 | -7.7 | 0.0 | 0.9 | 0.9 | -0.8 | 44.0
O=C(O)C1CCCCC1C(=O)Nc1cccc2ccccc12 (centres undefined) | 0.9 | 4.4 | -1.9 | -1.5 | 2.0 | -9.2 | 6.0 | 12.2 | -2.2 | 5.1
O=C(O)CSc1nnc(Cn2cnc3ccccc32)n1CCc1ccccc1 | -0.1 | -4.1 | 1.3 | 0.6 | 5.8 | -5.2 | 9.9 | 1.7 | -2.9 | 5.9
CCOc1ccccc1NC(=O)C1=C(C)NC(=O)NC1c1cccs1 (centres undefined) | 0.2 | 3.7 | 7.1 | . | 3.9 | -3.7 | -1.5 | -3.2 | -2.3 | -8.2
O=C(COc1ccc(Cl)cc1)NC1CN2CCC1CC2 (centres undefined) | -0.7 | 4.2 | 2.0 | 0.1 | -0.4 | 10.9 | . | 0.6 | 0.2 | 17.4
C=CCNC(=O)c1ccc(N(Cc2ccccc2)S(C)(=O)=O)cc1 | 2.2 | 11.2 | 3.4 | -0.3 | -9.3 | -8.1 | ? | -1.9 | -2.5 | -6.1
Cc1ccc(NC2CCCN(C(=O)c3ccc(F)cc3)C2)cc1C (centres undefined) | -1.9 | -0.4 | 4.6 | 1.6 | 12.8 | 13.8 | -7.6 | -3.9 | 0.5 | 12.9
COc1ccc(NS(=O)(=O)c2cccc(C(=O)N/N=C/c3c(F)c(F)c(F)c(F)c3F)c2)cc1 | . | -3.5 | 2.9 | 4.2 | . | 23.3 | -13.0 | 0.6 | -5.5 | .
O=S(=O)(c1ccc(Cl)cc1)N1CCCC1c1nc2ccccc2s1 (centres undefined) | -0.8 | -0.9 | -14.9 | . | 1.2 | -7.7 | 2.1 | 1.3 | -2.9 | 22.8
Cc1ccc(CNC(=O)Cn2ccc(NC(=O)OCc3ccccc3)nc2=O)o1 | 1.8 | 3.2 | 0.3 | -6.0 | -9.3 | 3.4 | 1.2 | 1.1 | -1.2 | .
COc1cc2c(c(OC)c1OC)-c1ccc(O)cc1C(NC(C)=O)CC2 (centres undefined) | . | 12.5 | -14.3 | 0.7 | . | 4.4 | -13.9 | 6.5 | -0.9 | .
CCCCCn1c(=N)c(S(=O)(=O)c2ccc(Cl)cc2)cc2c(=O)n3cccc(C)c3nc21 | 1.2 | 4.5 | -2.1 | -0.5 | -2.1 | . | 0.3 | 2.0 | -3.1 | 16.3
CC(=O)c1ccc(N2CCN(C(=O)C3CCCN3S(=O)(=O)c3cccc4nsnc34)CC2)cc1 (centres undefined) | -0.1 | 22.2 | 2.7 | -0.8 | -0.1 | 7.2 | 3.9 | 3.2 | 0.7 | -9.3
O=C(c1ccco1)N1CCN(CC(O)Cn2c3ccccc3c3ccccc32)CC1 (centres undefined) | -1.2 | 1.9 | -2.1 | . | -1.7 | 11.0 | -13.4 | 1.2 | -2.7 | 22.3
Cc1cc(C)cc(OCCCCCNCCO)c1 | 1.2 | 4.0 | -3.9 | -1.3 | -4.5 | -22.2 | 24.5 | 1.4 | -0.9 | 13.2
COc1ccc(N(C)C(=O)c2cnc(N3CCN(c4ncccn4)CC3)c3ccccc23)cc1 | -1.7 | 14.1 | -0.5 | -0.4 | 0.1 | 5.4 | -1.2 | -2.7 | -0.4 | 22.6
COc1ccccc1-c1nnc(SCC(=O)c2ccc(C3CCCCC3)cc2)n1Cc1ccco1 | -1.0 | -8.6 | -1.9 | -1.2 | -15.4 | 6.6 | -11.9 | 0.0 | 0.1 | -20.6
CCS(=O)(=O)N1CCN(Cc2c[nH]c3ccccc23)CC1 | 2.2 | -1.9 | -1.5 | . | 10.1 | -3.8 | -0.8 | 0.9 | -1.4 | 6.9
CCOC(=O)c1ccc(NCc2ccc3c(c2)OCO3)cc1 | 0.6 | 12.6 | 7.0 | 1.1 | -3.0 | -0.3 | -11.1 | -6.7 | -1.9 | 46.7
